# Screening results deposited in PubChem by several laboratories.
# GSK3A inh – blocks human GSK-3 alpha kinase. P49840. ADP-Glo luminescence, 60 min. inhibition, % at 10 µM. actives 0.1% (n = 320,000). AID 2650;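 in the data active = inhibition above about 50%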;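 also: GST-tagged GSK-3 alpha with peptide substrate and 25 µM ATP; 0% = DMSO neutral wells and 100% = GW8510 positive control wells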
# Target sequence (P49840 whole entry, looked up): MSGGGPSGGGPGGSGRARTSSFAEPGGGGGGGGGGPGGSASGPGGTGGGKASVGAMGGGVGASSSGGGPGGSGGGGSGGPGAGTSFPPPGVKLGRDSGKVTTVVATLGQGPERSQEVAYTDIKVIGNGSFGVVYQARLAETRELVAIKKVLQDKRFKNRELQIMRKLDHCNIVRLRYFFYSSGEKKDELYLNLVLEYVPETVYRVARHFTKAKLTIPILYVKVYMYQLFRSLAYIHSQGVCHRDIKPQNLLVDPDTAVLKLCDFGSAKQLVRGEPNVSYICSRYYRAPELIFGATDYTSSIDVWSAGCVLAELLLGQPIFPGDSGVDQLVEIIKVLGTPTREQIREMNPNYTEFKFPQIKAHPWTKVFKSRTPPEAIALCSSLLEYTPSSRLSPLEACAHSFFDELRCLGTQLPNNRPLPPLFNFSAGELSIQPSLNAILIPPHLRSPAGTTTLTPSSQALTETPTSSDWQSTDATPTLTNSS
# HSF-1 act – increases HSF-1 driven luciferase reporter signal | actives 1.7% (n = 300,000) | NIH3T3-HGL HSF-1 luciferase reporter, MG132, 8 h; 100% = twice DMSO control signal | activation, % at 9 µM;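 active = mean replicate activation of at least 50% with a set share of replicates each reaching 50%; inconclusive = only one of those two conditions met; inactive = mean below 50% and too few replicates reaching it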;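 also: 0% = median of the neutral control wells and 100% = twice that signal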
# aSyn UTR inh – MLPCN primary screen, SNCA 5' untranslated region; actives 0.82% (n = 300,000); inhibition, % (tested at 7.5 µM); AID 1813; alpha-synuclein 5'UTR reporter, inhibitor activity; in the data active = inhibition above about 60%; inconclusive = no clear call, values can overlap the other calls;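 also: H4 neuroglioblastoma cells stably carrying SNCA 5'UTR luciferase fusion; 0% = DMSO wells and 100% = positive control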
# KLF5 inh – suppresses KLF5 promoter-driven expression. DLD-1 KLF5 promoter-luciferase reporter, luminescence. inhibition, % at 5 µM. actives 0.23% (n = 290,000);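 active = inhibition above a per-plate limit of that plate's mean compound inhibition plus 3 SD, cut at about 60% in these data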;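 also: 0% = DMSO wells and 100% = LY294002 at 200 µM; higher means less KLF5 promoter-driven luciferase light; inactives centre near -14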
# Platelet DG rel – modulates dense granule release in human platelets; actives 0.22% (n = 300,000); inhibition, %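 (compounds screened at 7.5 µM in platelet-rich plasma)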; human platelet-rich plasma, SFLLRN dense granule ATP release, luminescence; AID 1663;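 active = mean replicate score, as percent of positive control, at or above 50; inconclusive = mean below 50 but at least one replicate at or above 50; inactive = mean and every replicate below 50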
# DYRK1A inh – blocks rat Dyrk1A kinase activity; Q63470; ADP-Glo luminescence, NFATc1 peptide; inhibition, % at 12.5 µM; actives 0.43% (n = 310,000); AID 504441; in the data active = inhibition above about 50%;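 also: plate controls were vehicle with enzyme for no effect and no enzyme for full effect; many of its hits are not listed in these tables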
# IEC-6 cytotox – kills IEC-6 intestinal cells in KLF5 counter-screen; actives 0.78% (n = 290,000); inhibition, % at 5 µM; IEC-6 cytotoxicity, luminescence viability; AID 1825; in the data active = inhibition above about 22%;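 also: 0% = plate median of test compound wells and 100% = cytotoxic reference compound wells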
# HSF1 inh – HSF1 inhibition; NIH3T3-HGL HSE-luciferase, MG132-induced, luminescence 8 h; active compounds read low; actives 0.77% (n = 300,000); activity change, negative = inhibition, % at 7.5 µM (by protocol);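 active = more than half of replicate wells show activity change below -50%, luminescence cut by over half; inconclusive = some wells, but at most half, below -50%; inactive = no replicate well below -50%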;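 also: luciferase reports HSF-1 transcriptional activity via heat shock element; 0% = median of DMSO wells and -100% = zero luminescence signal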
# HSP90 inh – blocks HSP90-mediated luciferase refolding in reticulocyte lysate; actives 0.91% (n = 290,000); inhibition, % at 5.6 µM; Rabbit reticulocyte lysate, luciferase refolding luminescence, 3 h;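 active = inhibition above the screen-wide mean plus 3 SD, computed separately per campaign, cut at about 16% in these data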;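 also: 0% = DMSO wells and 100% = 60 µM geldanamycin wells; inhibitors lower the luminescence because luciferase stays unfolded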
# GSK3B inh – human GSK3beta kinase inhibition | actives 0.038% (n = 300,000) | P49841 | AID 2097 | activity score (negative = inhibition), % at 10 µM | GST-GSK3beta kinase, ADP-Glo luminescence, 60 min; active compounds read low;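 active = more than half of replicate wells score below -50%, meaning over 50% inhibition versus plate controls; inconclusive = some replicates but at most half score below -50%; inactive = no replicate scores below -50%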;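 also: 0% = median DMSO wells and -100% = median GW8510 positive control wells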
# Target sequence (P49841 whole entry, looked up): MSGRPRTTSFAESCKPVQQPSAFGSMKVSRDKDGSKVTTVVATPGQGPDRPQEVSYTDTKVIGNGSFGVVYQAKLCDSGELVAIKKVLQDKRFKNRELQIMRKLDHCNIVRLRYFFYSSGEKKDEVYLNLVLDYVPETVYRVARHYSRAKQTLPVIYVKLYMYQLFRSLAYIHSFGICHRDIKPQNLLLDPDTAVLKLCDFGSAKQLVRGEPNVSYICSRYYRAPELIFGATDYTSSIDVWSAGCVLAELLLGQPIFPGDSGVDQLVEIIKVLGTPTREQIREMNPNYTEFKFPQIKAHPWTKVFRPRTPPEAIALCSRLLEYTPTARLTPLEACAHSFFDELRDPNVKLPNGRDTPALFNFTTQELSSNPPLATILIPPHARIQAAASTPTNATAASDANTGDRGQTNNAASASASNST
#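 test system = GST-tagged human GSK3beta kinase, cell-free | reagent = 25 µM ATP with peptide substrate | dosing = one dose of 10 µM per compound | schedule = 60 min reaction, RT | detection = luminescent ADP-Glo measurement of ADP formed | control set = DMSO neutral wells and GW8510 at 20 µM as positive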
# An asterisk follows results filed as active; ? = inconclusive; . = not tested or not shown.
mol,HSP90 inh,HSF-1 act,HSF1 inh,KLF5 inh,Platelet DG rel,DYRK1A inh,GSK3B inh,IEC-6 cytotox,aSyn UTR inh,GSK3A inh
CC(=O)c1nn(-c2cccc(Br)c2)cc1C(=O)c1ccc(Br)cc1,-5,3,-6,-4,-3,-6,0,-4,30,0
O=C(NC(=S)N1CCOCC1)c1ccc([N+](=O)[O-])cc1,-3,3,5,-3,6,3,-2,2,-8,-2
CC(=O)Oc1ccc(Cl)cc1/C=C/c1ccc2ccccc2n1,-6,60*,46,-119,2,2,2,-6,-259,1
CCN(CC)c1ccc(/C=C(/C#N)C(=O)NCc2ccccc2)o1,-1,43,15,-39,2,-4,0,-3,-61,0
COc1ccccc1N1CC(C(=O)Nc2ccc(S(=O)(=O)N3CCOCC3)cc2)CC1=O (stereo not drawn),-1,0,-3,-35,1,-1,-2,-1,-6,-1
COC(=O)CN(C#N)c1nc(NCc2ccccc2)nc(OC)n1,1,-3,-2,-57,-6,2,-4,-8,-16,0
O=C(NNC(=O)C12CC3CC(CC(C3)C1)C2)[C@@H]1C[C@H]1c1ccccc1,2,-10,-6,-3,-8,-3,2,1,8,-1
Cc1ccc(-n2c(C)c(C)c3c(N)ncnc32)cc1,-7,1,-2,-79,-2,16,0,-1,-10,0
CC1CCc2c(nc3ncnn3c2N2CCN(c3ccccc3F)CC2)C1 (stereo not drawn),.,19,4,.,-5,-2,0,.,10,2
Cc1cccc(CSc2ncccc2C(=O)O)c1,2,4,-2,-6,22,1,-2,6,-8,-3
O=S(=O)(Nc1ccc(Cl)nn1)c1ccccc1,-1,-3,-1,3,9,7,3,3,14,0
O=C(Nc1cccc([N+](=O)[O-])c1)c1ccc2nsnc2c1,2,-7,1,-12,6,-3,-2,2,-54,2
CCCc1ccc(OCc2nc(-c3ccc(NC(=O)c4cccs4)cc3)no2)cc1,-3,58*,43,-62,-5,-3,-1,-4,-169,-1
COC(=O)c1c(NC(=O)c2ccccc2[N+](=O)[O-])sc2c1CC(C)(C)NC2(C)C,5,5,2,-11,-8,5,-3,1,-70,-1
C=CCNC(=O)CSc1nc2sccc2c(=O)n1-c1ccccc1,-2,1,-8,-14,0,1,1,-8,12,-1

# Next records follow:
mol,HSP90 inh,HSF-1 act,HSF1 inh,KLF5 inh,Platelet DG rel,DYRK1A inh,GSK3B inh,IEC-6 cytotox,aSyn UTR inh,GSK3A inh
Cc1ccc(OCCC(=O)OCC(=O)Nc2cc(S(=O)(=O)N(C)C)ccc2C)cc1,-2,14,10,-6,2,-5,3,-2,6,0
CC1CCN(c2ccc(-c3ccc(NC(=O)C(F)(F)F)cc3)nn2)CC1,4,-18,-8,40,-10,-4,0,11,71*,-1
O=C(Nc1cccc(C(F)(F)F)c1)Nc1ccon1,-2,2,-4,-1,5,-3,2,11,1,0
O=[N+]([O-])c1ccc(NC(=S)N2CCc3ccccc32)cc1,4,.,.,-9,.,0,1,11,.,.
CSc1ccc(/C=C2/C(=N)N3N=C(CC(=O)N4CCCC4)SC3=NC2=O)cc1,-3,-14,-3,-22,2,0,1,-6,5,-16
O=C(CS(=O)(=O)c1cn(CC(=O)N2CCOCC2)c2ccccc12)NCc1ccccc1,0,16,2,-16,1,-10,0,-8,10,-2
O=C(c1ccco1)N(Cc1ccc([N+](=O)[O-])cc1)c1ccc(Cl)cc1,-1,44,26,28,-5,-1,4,-2,24,-2
CC(=O)N1CCN(S(=O)(=O)c2cccc(C(=O)Nc3ccc(OC(F)F)cc3)c2)CC1,-1,13,-2,-20,3,-4,0,-1,14,0
Cc1ccnc(SCc2cn3c(C)cc(C)nc3n2)n1,-1,7,2,-3,-15,-4,2,-10,1,0
Nc1nnc(SCC(=O)Nc2sc3c(c2C(=O)c2ccccc2)CCCC3)s1,1,-1,-3,-14,-15,-3,0,-2,24,2
Nc1c(C(=O)O)sc2nc3c(cc12)CCCC3,-3,-5,0,-7,3,.,1,0,-6,7
CC1CC(C)CN(C(=O)COC(=O)C2CCN(S(=O)(=O)c3ccc4c(c3)OCCO4)CC2)C1 (stereo not drawn),.,16,2,.,-2,-1,1,.,4,5
N#Cc1cc2c(N)c(C(=O)Nc3ccccc3)sc2nc1N,4,35,0,13,-1,.,-1,9,-124,0
COC(=O)c1ccccc1NC(=O)CN(Cc1ccccc1)S(C)(=O)=O,4,10,8,-39,2,-2,1,4,27,-1
CCN1CCCC1CNC(=O)Cn1cnc2ccc(S(=O)(=O)N3CCC(C)CC3)cc2c1=O (stereo not drawn),2,-18,-2,-22,6,1,2,-2,1,-6

# Later entries:
mol,HSP90 inh,HSF-1 act,HSF1 inh,KLF5 inh,Platelet DG rel,DYRK1A inh,GSK3B inh,IEC-6 cytotox,aSyn UTR inh,GSK3A inh
Cc1ccc(S(=O)(=O)c2cc3c(=O)n4ccccc4nc3n(Cc3ccco3)c2=N)cc1C,2,?,30,-36,-2,.,-6,-9,27,-34
CN(C)S(=O)(=O)c1ccc(NC(=O)c2ccncc2)cc1,42*,-15,-5,-18,8,-1,0,6,8,0
O=C(Nc1cc2c3c(c1)CC(=O)N3CCC2)c1ccccc1Br,.,1,0,.,-7,16,2,.,-4,-4
COc1ccc(Cl)cc1S(=O)(=O)NCCCn1ccnc1,-2,-18,-4,-28,-1,-3,1,-2,0,0
Cc1ccc(NS(=O)(=O)c2cc([N+](=O)[O-])ccc2N/N=C/c2sc(N3CCOCC3)nc2-c2ccccc2)c(C)c1,1,-6,-8,7,2,-4,2,-4,22,5
COc1ccc(N2CCCCn3c2nc2c3c(=O)n(C)c(=O)n2C)cc1,0,0,-8,0,2,-1,1,0,3,1
CCn1c(O)c(C=Nc2ccccc2)sc1=O,-5,13,11,-34,1,0,4,-3,-101,-1
C/C(=N\NC(=O)C1(C)CC1(Br)Br)c1ccc(C)cc1C (stereo not drawn),-1,8,4,-4,-2,3,-3,-4,-13,-1
Cn1c(SC2CCCCC2=O)nnc1-c1ccncc1 (stereo not drawn),0,-2,-3,-6,-1,4,-2,1,-5,.
O=C(Nc1cccc(S(=O)(=O)N2CCCC2)c1)c1ccc2c(c1)OCO2,0,-16,-1,15,-12,0,-3,-7,0,1
Cc1ccc(S(=O)(=O)NCC2CCC(C(=O)O)CC2)cc1 (stereo not drawn),-1,-3,-2,-19,-13,3,-1,-2,10,-3
CCOC(=O)N1CCC(N2C(=O)c3ccccc3C2Nc2cc(OC)c(OC)c(OC)c2)CC1 (stereo not drawn),-5,2,2,-7,64*,4,-1,-4,-12,-2
COc1ccccc1Nc1nc(N)nc(CSC(=S)N2CCCCC2C)n1 (stereo not drawn),-4,31,19,-11,6,2,4,3,-19,-1
CO/N=C(\C)c1ncc(C(F)(F)F)cc1N1CCOCC1,-1,0,-3,-4,4,-2,0,0,-2,1
COc1ccc(S(=O)(=O)N(CC(=O)NCCSc2ccccn2)c2ccccc2)cc1,1,6,8,8,1,-1,-2,6,19,-1

# Next compounds follow.
mol,HSP90 inh,HSF-1 act,HSF1 inh,KLF5 inh,Platelet DG rel,DYRK1A inh,GSK3B inh,IEC-6 cytotox,aSyn UTR inh,GSK3A inh
CCc1ccc(NC(=O)CCCN2C(=S)NC(C)(C)CC2C)cc1 (stereo not drawn),2,6,6,0,-22,3,2,-5,11,-2
Fc1ccc(-c2n[nH]c(=S)n2CC2CCCO2)cc1 (stereo not drawn),-4,-12,-10,8,0,5,-2,-2,-3,0
Cc1ccc(-c2csc3ncnc(N4CCN(C)CC4)c23)cc1C,10,-20,-11,-7,-2,0,-8,6,23,11
Cc1cc(C)cc(C(=O)NC(CC(N)=O)c2ccc(N3CCN(c4ccccc4)CC3)c([N+](=O)[O-])c2)c1 (stereo not drawn),-3,12,6,-32,1,5,3,-5,17,1
CCS(=O)(=O)N1CCN(C(=O)c2cccs2)CC1,2,-4,-1,-11,-3,-7,1,-2,-18,-1
COc1ccc(N2CCN(C(=O)Cn3cnc4c(cnn4-c4ccc(C)cc4)c3=O)CC2)cc1,8,-9,-6,-17,-6,3,1,5,20,-7
CCc1nc(C)cn1S(=O)(=O)c1cc([N+](=O)[O-])ccc1Cl,3,-10,-10,2,8,-2,-1,0,5,-2
COc1cc(/C=N/NC(=O)NC2CCCCC2)cc(OC)c1O,-2,-11,3,-32,-7,-5,2,1,16,0
O=C(NC(=S)N1CCN(c2ccccc2)CC1)c1c(F)cccc1F,3,-1,-3,-15,-4,-6,-1,-2,-12,-1
CNc1ccccc1NC(=O)C1CCCN1C(=O)OCc1ccccc1 (stereo not drawn),-2,13,1,-21,-13,.,-1,-1,-9,2
COc1cccc(NC(=O)C2CCCC2)c1,.,-10,-4,.,-5,10,1,.,-2,-5
Cc1ncc([N+](=O)[O-])n1CCOC(=O)Nc1ccc(Cl)c(Cl)c1,-2,22,3,-13,-1,-2,2,0,-6,-2
COC(=O)c1ccc(Oc2nc(Nc3ccc(C)c(C)c3)nc(N(C)C)n2)cc1,4,4,-1,-23,-6,4,0,-2,0,.
CCOC(=O)c1c(C)[nH]c(C(=O)OCC(=O)Nc2sccc2C(N)=O)c1C,.,-75,-75*,.,-11,4,1,.,-119,0
CCCCc1nc(Cl)c(C#N)c2c1CCC2,-1,-13,-6,-24,2,.,5,4,4,-1

# Following part
mol,HSP90 inh,HSF-1 act,HSF1 inh,KLF5 inh,Platelet DG rel,DYRK1A inh,GSK3B inh,IEC-6 cytotox,aSyn UTR inh,GSK3A inh
CC1CCN(S(=O)(=O)N2CCC(C(=O)NCc3cccnc3)CC2)CC1,7,-10,-7,-16,5,-1,-2,2,5,-1
COc1ccc(N2CCN(CCCNC(=O)C3CCN(S(=O)(=O)N4CCOCC4)CC3)CC2)cc1,-4,8,-3,-32,1,-2,2,-9,-2,-2
Cc1ccc(C(=O)N/C(=C/c2ccco2)C(=O)O)cc1,5,-21,-3,5,16,-2,1,-14,-21,-1
Cc1ccc2c(c1)C(c1ccncc1)=NNC(c1cccnc1)=N2,-1,-4,-1,-37,-8,-3,-2,4,2,-2
Cc1ccc2c(CSc3nnc(C4CC4)n3N)cc(=O)oc2c1C,3,50,18,-29,0,1,-1,1,-28,-2
Cc1c(O)c(S(=O)c2ccccc2)c(=O)n(-c2ccccc2)c1-c1ccccc1 (stereo not drawn),-3,32,7,-27,10,-8,2,0,-1,-3
Cc1ccc(N2Cc3ccccc3C2=O)cc1,31*,24,18,-127,21,9,0,14,-11,-1
COc1cc(NC(=O)c2ccccc2[N+](=O)[O-])ccc1NC(=O)c1cc2ccccc2o1,.,13,4,.,22,3,2,.,-36,-2
COc1cc2c(cc1OC)C(c1ccsc1)CC(=O)N2 (stereo not drawn),1,-1,-1,-33,-3,-9,2,6,27,-1
CC1(C(=O)N2CCN(c3ccc([N+](=O)[O-])cc3)CC2)CC1(Cl)Cl (stereo not drawn),-4,-2,7,-21,-2,6,-2,5,-8,1
CCc1ccc(N(C(=O)c2ccco2)C(C(=O)NC2CCCC2)c2ccncc2)cc1 (stereo not drawn),0,29,13,-32,3,2,-1,-2,-40,-1
COc1ccc(C(=O)NCc2nnc(SCC(=O)Nc3nnc(C)s3)o2)cc1OC,-1,-19,-1,2,4,5,-2,-5,16,-1

# Not all compounds are listed. The share of hits here may be higher or lower than overall.
